Screening results from PubChem BioAssay.
TAG inh: triacylglycerol accumulation inhibition. inhibition, % at 12.5 µM. 0.66% of 230,000 active. H9c2 cells, Nile Red lipid (TAG) fluorescence; cells loaded with 200 µM oleic acid;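 active = pattern-corrected inhibition of lipid staining of at least 50% with the nuclear-stain viability signal not falling by more than 50%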;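 also: 0% = DMSO wells and 100% = triacsin C control wells; some results filed as inactive read as strong as hits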
TAG inh DAPI viability: further read-out of TAG inh, marked with its call; DAPI nuclei signal change (viability), lower = more cytotoxic, %;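 whole-well DAPI fluorescence read on a plate reader as a viability signal; minus 50 percent equals half of cells still viable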
The depositor's hits bear a star. This is a subset; count on the stated rates, not on these rows.

structure | TAG inh | TAG inh DAPI viability
Cc1c([N+](=O)[O-])c(C(=O)NC2CCCC2)nn1C | 0.8 | -1.3
Cc1noc(C)c1C(=O)N1CCC1(C)C(=O)NS(=O)(=O)Cc1cccc(Cl)c1 (configuration not stated) | -1.6 | -3.4
CC1(C)CC(=O)C=C(c2cccc(OC(=O)c3ccc(-c4ccccc4)cc3)c2)C1=O | -13.2 | 14.3
COC(=O)CCN(C(=O)c1ccc(C)c([N+](=O)[O-])c1)c1ccccn1 | -11.6 | 0.9
CCOC(=O)Cn1c(CN2CCN(C(c3ccccc3)c3ccccc3)CC2)nc2c1c(=O)n(C)c(=O)n2C | -6.2 | -2.3
CCOC(=O)c1c(NC(=O)Cn2cnc([N+](=O)[O-])n2)sc2c1CCC(C)C2 (configuration not stated) | 14.5 | -4.0
CCOC(=O)Cn1nc(C)c(NC(=O)COc2ccc([N+](=O)[O-])cc2)c1C | -0.4 | -0.1
COc1ccc(S(=O)(=O)NCCCCCC(=O)O)cc1C(=O)O | 15.8 | 1.3
CC(Sc1nnc(-c2ccco2)n1-c1ccccc1)C(=O)NCC1CCCO1 (configuration not stated) | -3.9 | -3.5
O=C(Cc1ccc(S(=O)(=O)N2CCOCC2)s1)N1CCN(S(=O)(=O)c2cccc(F)c2)CC1 | 0.9 | -10.6
COc1cccc(NC(=O)CN(C)C(=O)c2ccc(S(=O)(=O)Nc3ccccc3C)cc2)c1 | -1.2 | -1.0
Cn1nnnc1SCC(=O)Nc1ccc(Oc2ccccc2)cc1 | 0.9 | -4.8
CCOCCOC(=O)C1=C(C)N(C)C(=O)NC1c1cc(Cl)c(O)c(OCC)c1 (configuration not stated) | -11.7 | -2.4
COc1ccc(S(=O)(=O)Nc2ccc3cn[nH]c3c2)cc1[N+](=O)[O-] | -45.9 | 4.0
CC(=O)OCC1=C(C(=O)OC(C)(C)C)N2C(=O)[C@@H](NC(=O)Cc3ccccc3)[C@H]2SC1 | 2.4 | 4.6
O=C(C[C@H]1C[C@H]2c3cc(NS(=O)(=O)c4ccc(F)cc4)ccc3O[C@H]2[C@H](CO)O1)NCc1cc(F)ccc1F | -8.0 | -4.4
CCOc1ccc(CCNC(=O)COC(=O)COc2ccccc2C)cc1OCC | 13.5 | -5.6
Cn1c(=S)[nH]c2scc(-c3cccs3)c2c1=O | 1.3 | -0.7
O=C(O)c1ccc(S(=O)(=O)Nc2cccc(CP(=O)(c3ccccc3)c3ccccc3)c2)cc1 | -2.9 | 2.8
Cc1ccc(S(=O)(=O)NCCC(=O)NC2CCCCCC2)cc1 | -2.6 | 2.4
Cc1ccc(Cn2c(CN3CCN(C(=O)c4ccco4)CC3)nc3c2c(=O)n(C)c(=O)n3C)cc1 | 9.6 | -8.6
C[C@@H](C(=O)N1CCN(c2ccccc2)CC1)N1C(=O)C2CC=CCC2C1=O (some centres not stated) | 8.9 | -3.0
CCCCn1c(SCC(=O)NC(C)CC)nc2ccc(N3CCOCC3)cc2c1=O (configuration not stated) | 5.5 | 14.3
N#C/C(=C\c1ccccc1)C(=O)NNS(=O)(=O)c1cccc([N+](=O)[O-])c1 | 6.0 | -0.7
COC(=O)c1ccc(C2=NOC(C)(c3sc(-c4ccc(Cl)cc4)nc3C)C2)cc1 (configuration not stated) | 5.6 | 2.1
Cc1[nH]c2c(C)cccc2c(=O)c1Br | 2.9 | 1.3
CCCCOc1ccc(NC(=O)C2OC3OC(C)(C)OC3C3OC(C)(C)OC23)cc1 (configuration not stated) | -1.7 | -8.4
Cc1noc(C(=O)Nc2c(C)nn(Cc3ccccc3)c2C)c1Cl | -2.4 | 2.6
Cc1cc([N+](=O)[O-])nn1CC(=O)N/N=C/c1ccccc1F | -4.2 | -2.9
Cc1cc(Br)ccc1NC(=S)NCCc1ccccc1 | 3.2 | 3.5
C=CCNC(=O)N1CCCC(C(=O)c2cccc(Cl)c2)C1 (configuration not stated) | 0.3 | -7.0
c1ccc2c(c1)nnn2Cn1nnc2ccccc21 | 22.8 | -17.3
CCCn1c(SCC(=O)Nc2ccc(OC)cc2)nnc1-c1ccncc1 | -0.4 | -13.6
CC(C)c1cc(N=O)cc(C(C)C)c1O | 19.1 | -13.5
C[C@H](CO)N1C[C@H](C)[C@@H](CN(C)C(=O)Nc2ccccc2)Oc2c(NC(=O)NC3CCCCC3)cccc2C1=O | 18.9 | -0.3
COc1ccc2nc3n(c(=O)c2c1)-c1cc2ccccc2cc1C(=O)NC3Cc1ccccc1 (configuration not stated) | 24.8 | -21.3
COc1ccc(CCNC(=O)CCn2c(SCC#N)nc3ccccc3c2=O)cc1OC | -11.4 | 17.5
CCCCCc1cc(=O)oc2c(C(CCN3CCCCC3)c3cc(OC)c(OC)c(OC)c3)c(OC)cc(OC)c12 (configuration not stated) | 79.6* | -34.7*
O=C(OCC12CC3CC(CC(C3)C1)C2)c1ccc(NCc2cc(O)ccc2O)cc1 | 106.7 | -73.9
CCCCc1ccc(NC(=S)N2CCN(c3ncccn3)CC2)cc1 | -11.3 | 9.1
O=C(Cn1nc(Cc2cccnc2)c2ccccc2c1=O)N1CCN(c2ccccn2)CC1 | 2.8 | -7.6
COc1ccc(CCN(C)C(=O)CN2C(=O)NC3(CCCc4ccccc43)C2=O)cc1OC (configuration not stated) | -6.7 | -9.2
Cc1ccccc1OCC(=O)Nc1ccc2c(c1)OCCO2 | 1.6 | -5.1
Cc1ccc(O)c(NC(=O)C2=CC(c3cccs3)=NS(=O)(=O)N2C)c1 | -11.7 | 7.1
COc1ccccc1C(=O)NC(=O)COC(=O)Cn1[nH]c(=O)c2ccccc2c1=O | -9.7 | 6.9
CN(CC(=O)Nc1ccc(F)cc1)C(=O)Cc1ccsc1 | -11.3 | 1.3
CN(C)CCn1c(=O)n(-c2ccc(F)cc2)c(=O)c2c3c(sc21)CCCCC3 | 0.4 | 3.5
COc1ccc(C2=NN(S(C)(=O)=O)C(c3cccs3)C2)cc1 (configuration not stated) | -6.8 | 3.4
Cc1ccc(S(=O)(=O)N[C@H](C(=O)OCC(=O)NC(=O)c2cccn2C)C(C)C)cc1 | -9.1 | 4.7
CN(CCc1ccccc1)C(=O)c1ccc(NC(=O)Cc2cccc(NC(=O)C3CCN(C(=O)CCc4ccccc4)CC3)c2)cc1 | 38.7 | -9.3
O=C(/C=C/c1cccc([N+](=O)[O-])c1)N1CC[C@@]2(O)CCCC[C@H]2C1 | 5.8 | 0.0
CCCC1(C(=O)OC)NC(c2ccc(OC)c(OC)c2)C2C(=O)N(c3ccc4c(c3)OCO4)C(=O)C21 (configuration not stated) | 0.5 | 2.3
C1=CCN(c2nc(N3CCOCC3)nc(N3CCCc4ccccc43)n2)CC1 | 11.3 | 6.7
O=C(O)CCc1nc(-c2ccccc2Cl)no1 | 5.1 | 2.7
CC(NC(=O)C1CCC(=O)N1Cc1ccc(F)cc1)c1ccc2c(c1)OCCO2 (configuration not stated) | -4.1 | 2.7
O=C(NNC1=NCCCCC1)c1cccc([N+](=O)[O-])c1 | 7.5 | -9.3

The results go on:
structure | TAG inh | TAG inh DAPI viability
Cc1[nH]c2ccccc2c1C(=O)COC(=O)C1CC(O)CN1S(=O)(=O)c1ccc(Cl)cc1 (configuration not stated) | 16.6 | 1.0
COc1cccc(CN2CC(C(=O)NCCSc3nnnn3C)CCC2=O)c1 (configuration not stated) | -1.3 | -1.7
O=C(Cn1nnc(-c2ccccc2)n1)OC1CCOC1=O (configuration not stated) | 2.3 | -1.1
COc1cccc(C(=O)N2CCC(O)(c3cccnc3)CC2)c1 | 1.0 | -3.8
Cn1nnnc1Sc1ncnc2scc(-c3ccccc3Cl)c12 | 15.6 | -3.8
O=C(COC(=O)CCC(=O)c1cccs1)Nc1ccccc1[N+](=O)[O-] | -7.4 | 1.1
Oc1ccc2ccccc2c1N=Nc1ccccc1F | 35.7 | -1.4
NC(=S)N/N=C/c1cc([N+](=O)[O-])ccc1Cl | 4.1 | -6.4
Cc1cc(Br)ccc1NC(=O)CN(C)C(=O)CSC(=S)N1CCCC1 | -5.0 | -0.4
CC(C)C1C(=O)N(Cc2cn(CCC3OCCO3)nn2)CCS(=O)(=O)N1Cc1ccc(-c2ccc(F)cc2)cc1 (configuration not stated) | 8.7 | -10.2
O=C(CCc1nnc(C2(c3ccc(Cl)cc3)CCC2)o1)NCCCn1cccn1 | 10.2 | 1.0
Cc1ccc(NC(=O)c2nsc(Cl)c2Cl)cc1 | 2.7 | 2.9
c1cncc(-c2cn(C[C@H]3CC[C@H](Cn4cc(-c5cccnc5)nn4)O3)nn2)c1 | 10.2 | 1.9
Cc1noc(C)c1NC(=O)N(C)C[C@@H]1Oc2c(NC(=O)NC(C)C)cccc2C(=O)N([C@@H](C)CO)C[C@@H]1C | -12.5 | 3.3
COc1ccc(-n2c(SCC(N)=O)nnc2-c2ccco2)cc1 | 5.6 | -7.1
C[C@H]1COC(=O)[C@@H](CC(=O)OC(C)(C)C)C/C=C\C[C@@H](CC(=O)N(CCO)Cc2ccccc2)C(=O)N1 | -13.9 | -4.7
Cc1ccc(S(=O)(=O)N(C)C)cc1NC(=O)CSc1nnnn1-c1ccc(O)cc1 | -1.6 | 171.3
CN(C)CCC(=O)N1c2ccccc2Sc2ccc(Cl)cc21 | -2.4 | 19.0
C=CCn1c(SCC(=O)N(CC)C2CCS(=O)(=O)C2)nc2cc(C(=O)O)ccc2c1=O (configuration not stated) | -25.6 | 13.5
Cc1ccc(Oc2ncccc2NC(=O)CCCC(=O)O)c2c1CCC2 | 6.3 | 5.0
O=[N+]([O-])c1ccccc1CNC1CCCc2ccccc21 (configuration not stated) | -6.2 | -11.0
CCC1=C(OC(=O)N(CC)CC)N2C(=O)OC(=NCC(=O)OC)[C@]2(C)[C@H]2C1=CC[C@H]1C(=O)NC(=O)[C@H]12 | 1.4 | -1.7
Cc1cc(NC(=O)CCC(=O)N(c2ccccc2)C(C(=O)NC2CCCC2)c2ccccc2)no1 (configuration not stated) | -13.2 | -1.5
O=C(Nc1cccc(OC(F)(F)F)c1)C1Cc2c(-c3ccco3)ccnc2O1 (configuration not stated) | -2.7 | -2.6
c1ccc2c(c1)CCCN2c1nc2ccccc2n2cnnc12 | 11.7 | -22.3
O=C(NC1CC2CCC(C1)N2C(=O)NCc1ccccc1)NC12CC3CC(CC(C3)C1)C2 (configuration not stated) | 15.0 | 7.2
COc1cccc(COc2ccccc2C2Nc3ccc(Br)cc3C(=O)N2NC(=O)c2ccncc2)c1 (configuration not stated) | 16.9 | -7.3
CCCOC(=O)C(C)n1cnc2sc(C)c(C)c2c1=O (configuration not stated) | -41.0 | 10.4
CC1CCCN(C(=O)COC(=O)c2n[nH]c3ccccc23)C1 (configuration not stated) | 5.9 | 2.8
O=C(c1ccoc1)N1CCC2(CC1)Oc1ccc(Cl)cc1C(=O)C21CC(c2ccc(Cl)cc2)=NO1 (configuration not stated) | 18.0 | -5.4
Cc1cc(C)n(-c2ccc(C(=O)OCC(=O)N3CCN(c4ccccc4)CC3)cc2)n1 | 2.0 | 0.7
Cc1csc(NC(=O)c2nc3nccc(C)n3n2)n1 | -8.6 | 8.3
Clc1cccc(CON/C=N/c2ncnc3sccc23)c1 | 2.9 | 0.8
FCCCOc1ccc(CN2CCN(c3ccccc3F)CC2)cc1 | -8.5 | 1.1
O=C(/C=C/c1ccc(OCc2c(F)cccc2Cl)cc1)N1CCOCC1 | -5.3 | -3.8
COc1ncnc(OC)c1NC(=O)c1ccc(F)cc1 | 4.2 | -1.9
CCOC(=O)c1ccc2c(c1)N(CC#N)C(=O)C(C)(C)O2 | 7.0 | 3.4
Cn1c(=O)c2cc(S(=O)(=O)N3CCN(c4cccc(C(F)(F)F)c4)CC3)ccc2n(C)c1=O | 31.2 | -9.1
COc1ccccc1NC(=O)N(c1c(N)n(Cc2ccccc2)c(=O)[nH]c1=O)C1CCCC1 | 12.0 | 14.4
COc1ccccc1CN1CCCC(N2CCN(c3ccccc3OC)CC2)C1 (configuration not stated) | -8.6 | 5.1

An excerpt of these results, with two lines to a compound.
Below each SMILES: TAG inh | TAG inh DAPI viability
> COc1ccccc1NC(=O)N(c1c(N)n(Cc2ccccc2)c(=O)[nH]c1=O)C1CCCC1
→ 12.0 | 14.4
> Cn1c(=O)c2cc(S(=O)(=O)N3CCN(c4cccc(C(F)(F)F)c4)CC3)ccc2n(C)c1=O
→ 31.2 | -9.1
> COc1ccccc1CN1CCCC(N2CCN(c3ccccc3OC)CC2)C1 (configuration not stated)
→ -8.6 | 5.1

The listing continues:
structure | TAG inh | TAG inh DAPI viability
COc1ccc(NC(=S)N(CCN(C)C)C(C)c2ccncc2)cc1Cl (configuration not stated) | -0.1 | 2.2
CN(CC(=O)Nc1ccc(Cl)c(C(F)(F)F)c1)C(=O)Cc1n[nH]c(=O)c2ccccc12 | -12.5 | -2.1
CC1Nc2ncnc(N3CCOCC3)c2N(Cc2ccccc2)C1=O (configuration not stated) | -15.7 | 1.0
C=CCN1C(=O)C(Cc2ccc(OCC)cc2)S/C1=N\N=C\c1cccs1 (configuration not stated) | -7.2 | -3.2
Cc1noc(C(F)(F)F)c1C(=O)NNC(=O)c1cccc(C(F)(F)F)c1 | -0.3 | -9.4
O=C(NC1CCN(S(=O)(=O)c2ccccc2)CC1)c1ccc(F)cc1 | -5.0 | 4.9
Cc1ccc(NC(=O)CSCC(=O)Nc2ccccc2C(=O)N2CCCCC2)cc1 | -9.2 | -2.7
COc1ccccc1CNC(=O)Nc1nc(C(N)CCc2ccccc2)cs1 (configuration not stated) | 57.4* | -34.0*
Cc1ccc(-c2nc(NCCN(C)C)c3ccccc3n2)cc1 | 20.8 | 15.8
CSc1ccc(/C=N/NC(=O)c2cccs2)cc1 | 14.7 | -12.7
CC(C)NC(=O)NC(=O)COC(=O)c1ccc(NC(=O)CC#N)cc1 | 1.2 | -5.3
COC(=O)c1ccc(N=c2sc(C(=O)OC)cc(=O)n2C)cc1 | 6.8 | -8.9
COc1ccc(NC(=O)c2cc(-c3cccc(OC)c3)on2)cc1 | -13.6 | 3.4
CC(CCc1ccccc1)NC(=O)C(C)OC(=O)c1ccco1 (configuration not stated) | 3.4 | 5.0
